Screening results deposited in PubChem BioAssay by National Center for Advancing Translational Sciences (NCATS).
TrxR1 inh – inhibitors of rat thioredoxin reductase 1; O89049; recombinant rTrxR1, NADPH fluorescence consumption, selenite substrate; Potency, µM (doses to about 114 µM), for inactives: top-dose activity change, negative = inhibition, usual class: inhibitors; 390,000 tested, 1% active; also: % is scaled to controls: 0 for no effect and ±100 for the full control effect; nearly all actives have a fitted effect of over 65% in size
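Rat TrxR1 (90 nM in the dispensed reagent) was pre-reduced with 400 uM NADPH for 5 min at room temperature, then incubated with compound for 15 min. After 400 uM selenite was added, NADPH fluorescence (Ex 340/Em 450 nm) was followed for 8 min.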
TrxR1 substrate – is turned over as a substrate by rat TrxR1. O89049. 390,000 tested, 0.01% active. Potency, µM (top dose mostly 114 µM), without a hit: at the highest dose activity change, negative = substrate turnover. purified TrxR1 substrate turnover, NADPH consumption readout; also: % is scaled to controls: 0 for no effect and ±100 for the full control effect; nearly all actives have a fitted effect of over 50% in size
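Rat TrxR1, dispensed at 90 nM, was prereduced with 400 uM NADPH (final) for 5 min at ~22 deg C, then incubated with compound 15 min before 400 uM selenite. A first-read NADPH fluorescence drop versus no-compound background flagged substrates.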
mIDH1 inhibitor – inhibitors of human mutant IDH1 R132H; O75874; IDH1-R132H enzyme, NADPH consumption, diaphorase/resazurin fluorescence; Potency, µM (doses to about 76.6 µM), inactives show top-dose activity change, negative = inhibition, most hits filed as inhibitors; 390,000 tested, 0.093% active; AID 602179; also: % is scaled to controls: 0 for no effect and ±100 for the full control effect; nearly all actives have a fitted effect of over 65% in size
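IDH1-R132H (0.5 ug/mL) preincubated 30 min with compound, then NADPH (0.016 mM) and alpha-KG (2 mM) added; 80 min at RT, pH 7.5. Remaining NADPH coupled via diaphorase/resazurin to fluorescence (540/590 nm); concentration-response curves normalized to no-enzyme control.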
Vif-APOBEC3G blk – inhibitors of Vif-APOBEC3G interaction; Potency, µM (highest dose often 46.1 µM), for inactives: at the top dose activity, negative = active, most hits filed as inhibitors; AID 602310; 410,000 tested, 0.076% active; HeLa A3G-eYFP + Vif (tagged APOBEC3G with the HIV-1 protein that degrades it), YFP fluorescence, overnight; Q9HC16;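 also: % is scaled to controls: 0 for no effect and ±100 for the full control effect; nearly all actives have a fitted effect of over 60% in size; hits raise eYFP signal because A3G escapes Vif-driven loss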
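Read-out is eYFP fluorescence (Ex 488/Em 500-530) from Vif-expressing HeLa A3G-eYFP cells; more signal means A3G escaped Vif-mediated degradation. Cells plated overnight, compound pinned in, incubated overnight at 37 deg C.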
USP1 inh – blocks the human USP1/UAF1 deubiquitinase complex; Potency, µM (titrated, usually from 57.1 µM), for the others: at the top dose activity change, negative = inhibition, usual class: inhibitors; O94782; 390,000 tested, 0.23% active; recombinant USP1/UAF1, Ub-Rhodamine cleavage fluorescence; also: % is scaled to controls: 0 for no effect and ±100 for the full control effect; nearly all actives have a fitted effect of over 60% in size; inactives centre near -12
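1 nM enzyme complex + cpd, 15 min RT; start with Ub-Rho 150nM final; kinetic fluorescence ex 480/em 540, 6 reads q60 s. Buffer 50mM HEPES pH 7.8, 0.5mM EDTA, 0.1 mg/ml BSA, 1mM TCEP, 0.01% Tween-20.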
RXFP1 ag – agonists of human relaxin receptor RXFP1; Q9HBX9; 370,000 tested, 0.3% active; HEK293T-RXFP1 cAMP TR-FRET, 30 min; response scale: percent of porcine relaxin response, buffer zero; Potency, µM (top dose mostly 57.5 µM), inactives show at the top dose activation, actives largely listed as activators; also: % is scaled to controls: 0 for no effect and ±100 for the full control effect; nearly all actives have a fitted effect of over 60% in size; many of its hits are not listed in these tables
Target sequence (Q9HBX9 whole entry, looked up): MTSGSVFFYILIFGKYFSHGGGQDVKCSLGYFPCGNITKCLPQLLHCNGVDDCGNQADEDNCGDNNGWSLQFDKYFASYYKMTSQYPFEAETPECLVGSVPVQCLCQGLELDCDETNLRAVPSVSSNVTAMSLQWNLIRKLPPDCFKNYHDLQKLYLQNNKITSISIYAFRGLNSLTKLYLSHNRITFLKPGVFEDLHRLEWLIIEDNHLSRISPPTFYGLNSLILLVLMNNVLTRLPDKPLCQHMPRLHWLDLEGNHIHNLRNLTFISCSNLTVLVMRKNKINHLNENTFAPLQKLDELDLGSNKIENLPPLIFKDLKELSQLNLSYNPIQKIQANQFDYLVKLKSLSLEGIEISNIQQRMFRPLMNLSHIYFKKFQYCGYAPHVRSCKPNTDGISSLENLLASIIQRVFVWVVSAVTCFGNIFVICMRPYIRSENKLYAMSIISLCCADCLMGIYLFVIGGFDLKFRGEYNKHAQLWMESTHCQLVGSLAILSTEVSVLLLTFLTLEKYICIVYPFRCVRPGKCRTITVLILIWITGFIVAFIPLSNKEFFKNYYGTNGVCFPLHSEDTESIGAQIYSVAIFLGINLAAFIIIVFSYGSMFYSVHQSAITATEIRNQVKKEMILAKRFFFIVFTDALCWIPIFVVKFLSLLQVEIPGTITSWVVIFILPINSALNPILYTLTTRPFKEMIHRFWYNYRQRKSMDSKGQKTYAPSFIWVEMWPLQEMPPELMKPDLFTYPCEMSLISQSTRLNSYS
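HEK293 cells stably expressing RXFP1, treated 30 min at 37C with compounds plus PDE4 inhibitor Ro 20174; cAMP measured by HTRF TR-FRET. Normalized to buffer and 29 nM porcine relaxin; EC50 by Hill fit.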
ALOX12 inh – ALOX12 (human) lipoxygenase inhibition; 580,000 tested, 1.1% active; purified 12hLO, xylenol orange hydroperoxide absorbance; P18054; Potency, µM (series often up to 108 µM), for inactives: top-dose activity change, negative = inhibition, actives largely listed as inhibitors; also: % is scaled to controls: 0 for no effect and ±100 for the full control effect
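Purified human 12hLO at 150 nM in 25 mM Hepes, 0.01% Triton X-100, pH 7.0, preincubated 15 min at room temperature with compound. Reaction started with 40 uM arachidonic acid, 30 min at room temperature. Hydroperoxide measured by Fe-xylenol orange, 573/405 nm absorbance ratio.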
Vif-APOBEC3F blk – Vif-A3F binding inhibition | HeLa A3F-eYFP + Vif (tagged APOBEC3F with the HIV-1 protein that degrades it), YFP fluorescence increase | Potency, µM (doses to about 46.1 µM), without a hit: top-dose activity, negative = active | 390,000 tested, 0.2% active; also: % of control where 0% means no effect; nearly all actives have a fitted effect of over 65% in size
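Fluorescence increase (Ex 488/Em 500-530) after overnight compound treatment at 37 deg C flags inhibition of Vif-driven A3F-eYFP loss in stable HeLa A3F-eYFP/Vif cells seeded overnight beforehand.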
RGS4 inhibitor – inhibitors of human regulator of G protein signaling 4; P49798; Transcreener GDP fluorescence polarization, RGS4-accelerated GTP hydrolysis; Potency, µM (top dose mostly 114 µM), for inactives: at the highest dose activity change, negative = inhibition, most hits filed as inhibitors; 390,000 tested, 0.039% active; also: % is scaled to controls: 0 for no effect and ±100 for the full control effect; nearly all actives have a fitted effect of over 75% in size; some results filed as inactive show a strong effect at the top dose
Target sequence (P49798 whole entry, looked up): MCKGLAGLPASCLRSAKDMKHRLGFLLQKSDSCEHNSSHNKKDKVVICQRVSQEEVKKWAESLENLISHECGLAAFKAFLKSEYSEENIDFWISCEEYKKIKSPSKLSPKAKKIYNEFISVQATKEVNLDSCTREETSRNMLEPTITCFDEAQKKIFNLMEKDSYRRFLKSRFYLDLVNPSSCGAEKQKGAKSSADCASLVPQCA
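MLSMR compounds (23 nl, pin-transferred) preincubated 10 min at room temperature with a 500nM (2x) first reagent, then RGS4 at 900nM (2x) plus Transcreener GDP mix added; fluorescence polarization (620/688 nm) read before and after 90 min at 30 °C.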
* hit, by the source's call; u = inconclusive; x = no result given; & = joins results of further samples; [ ] = another dose, or the depositor's remark. Calls follow the shape of the dose curve; as a rule, active = well fitted curve in the direction sought with a large enough effect; inconclusive = small, poorly fitted or top-dose-only effect, or another doubt; inactive = no such curve, though single readings can be large; an effect the other way counts as inactive or inconclusive. Potency is read from the fitted curve at half-maximal effect. These rows are one share of the data; rates above refer to the full screens.

SMILES	TrxR1 inh	TrxR1 substrate	mIDH1 inhibitor	Vif-APOBEC3G blk	USP1 inh	RXFP1 ag	ALOX12 inh	Vif-APOBEC3F blk	RGS4 inhibitor
O=C(Nc1cccc(S(=O)(=O)N2CCCCC2)c1)c1ccc(S(=O)(=O)C(F)F)cc1	22%[57.1 µM]	-5%	2%	0%	-7%	2.2%	-3%	5%	-7%
CC(C)CCNC(=O)CN(C(=O)Cn1nnc(-c2ccccc2F)n1)c1cccc2c1CCCC2	-6%	-5%	18%	0%	-6%	2.0%	-11%	-1%	25%
COc1ccc(-n2ncc3c(N4CCCCC4)ncnc32)cc1	15%	15%	9%	-3%	-29%	-1.1%	x	-1%	-6%
COc1ccc(CCNC(=O)C2CCN(S(=O)(=O)c3cc(OC)ccc3OC)CC2)cc1	2%	-4%	0%	-1%	-25%	1.2%	9%	-6%	11%
CCCN1CCN(CC2=C(C(=O)OCC)C(c3ccc(OC(C)C)cc3)NC(=O)N2)CC1 (stereo not given)	17%	-1%	-1%	6%	-9%	-1.9%	-25%	0%	19%
COc1cc(C(C)=O)ccc1OCC(O)CN1CCN(c2ccc(C)c(C)c2)CC1 (stereo not given)	12%[57.1 µM]	8%[57.1 µM]	4%	-3%	-17%	-0.1%	-7%	-3%	-6%
COc1ccc([N+](=O)[O-])cc1NC(=O)c1csc(C)c1	1%	-5%	0%	1%	-24%	24%	0%	3%	-17%
COc1ccc(C(=O)OCC(=O)NCCCc2ccccc2)cc1OC	11%	0%	-6%	-1%	-17%	2.5%	0%	0%	17%
CCCC(CCC)C(=O)Nc1ccc2c(c1)N(C(=O)CN1CCN(C)CC1)c1ccccc1CC2	15%[57.1 µM]	9%[57.1 µM]	1%	4%	-7%	0.0%	-11%	-18%	-6%
Cc1c(NC(=O)c2cccc(NC(=O)COc3ccccc3C#N)c2)c(=O)n(-c2ccccc2)n1C	-14%	-11%	-5%	-8%	2%	0.0%	-26%	-14%	-9%
COc1cccc(OC)c1OCCNC(C)(C)C	-1%	0%	1%	1%	-29%	0.9%	u	x	25%
CCCCC[n+]1ccn(C2=C([O-])c3ccccc3C(=O)/C2=N\S(=O)(=O)c2ccc(Br)cc2)c1	31%[activator]	13%	-13%	-25%	u	-1.4%	-8%	0%	-36%
Cc1cs/c(=N\N=C\c2cccc([N+](=O)[O-])c2)n1Cc1ccco1	-4%	-7%	5%	-1%	-1%	0.2%	15%	-12%	-21%
CCOc1c(Br)ccc2c1sc1nc[nH]c(=O)c12	0%[57.1 µM]	6%[57.1 µM]	-1%	-5%	1%	0.8%	-16%	0%	4%
Cc1ccc(OCCC(=O)N(CC(=O)Nc2ccccc2C(F)(F)F)Cc2ccco2)cc1	-9%	-6%	4%	1%	-10%	2.6%	-28%	5%	-48%
Cc1ccc(C)c(S(=O)(=O)Nc2cccc(-n3cnnn3)c2)c1	12%[57.1 µM]	2%[57.1 µM]	-1%	0%	-5%	0.6%	-12%	-5%	16%[56.9 µM]
CCN(CC)C(=O)CSc1nnc2nnc3cc(OC)ccc3n12	5%[11.4 µM]	4%[11.4 µM]	0%	-8%	u	8.6%	u	-1%	-6%
COCCn1c(C)cc(C(=O)COC(=O)/C=C/c2ccc(OC)cc2OC)c1C	18%	3%	0%	2%	-19%	x	-2%	-11%	-5%
NS(=O)(=O)c1cc(Br)c2c(c1)S(=O)(=O)NCN2	x	x	-4%	-2%	-24%	x	-10%	-5%	x
CC(C)(C)NS(=O)(=O)c1ccc(NC(=O)C2CCCCC2)cc1	8%	-5%	-2%	7%	-6%	6.6%	0%	1%	16%
O=C(CCl)Nc1ccc2c(c1)OCO2	u	3%	-11%	u	-16%	1.4%	-8%	-1%	-5%
COc1ccccc1OC(C)C(=O)NNC(=S)NC1CCCC1 (stereo not given)	1%[57.1 µM]	13%[57.1 µM]	-3%	-3%	-2%	0.1%	0%	1%	-11%
S=c1nc(COc2ccccc2)[nH]c2ccccc12	3%[2.29 µM]	7%[57.1 µM]	-1%	-5%	u	u	0%	-2%	-51%
Nc1nc(Cl)cc(N2CCOCC2)n1	14%[57.1 µM]	10%[57.1 µM]	-2%	0%	4%	2.1%	-21%	-10%	-7%
N#C/C(=C/c1ccco1)c1nc2ccccc2s1	-5%	-10%	1%	-27%	-11%	0.4%	-14%	u	-15%
Cc1cc(F)ccc1S(=O)(=O)Nc1ccccc1C(=O)Nc1ncn[nH]1	-4%	45%[activator]	4%	-2%	-4%	1.8%	9%	-7%	-7%
CCCCCC(=O)NNC(=O)c1ccc(-c2ccccc2)cc1	16%	3%	0%	-1%	-11%	0.9%	4%	1%	0%
C#CCN1C(=O)C(O)(CC(=O)c2ccc3c(c2)OCCO3)c2ccccc21 (stereo not given)	15%	3%	-5%	7%	u	-0.4%	8%	11%	-3%
COC(=O)c1ccc(COC(=O)CNC(=O)CNC(=O)c2ccc(C)cc2)cc1	19%	3%	-2%	3%	-20%	0.7%	1%	-4%	-5%
Cc1cc(C)n2nc(S(=O)(=O)Nc3c(Cl)cccc3Cl)nc2n1	12%[57.1 µM]	10%[57.1 µM]	1%	-6%	-9%	4.8%	-7%	-22%	-23%
CCC(=O)Nc1ccccc1-c1nc2ccccc2n(CC(=O)c2ccc(C)cc2)c1=O	5%	4%	0%	-1%	12%	-5.0%	u	4%	-20%
Cc1[nH]n(-c2ccc(Cl)cc2)c(=O)c1N=Nc1cccnc1	13%	4%	-2%	-1%	-20%	4.8%	-12%	3%	3%
COc1cc(NC(=O)COC(=O)CO/N=C(\C)c2ccc3c(c2)OCO3)cc(OC)c1OC	-14%	-10%	2%	-5%	-5%	-1.4%	5%	8%	-16%
Cc1ccc(NC(=O)CC(C)c2ccccc2)cc1S(=O)(=O)N1CCOCC1 (stereo not given)	8%[57.1 µM]	-8%	1%	1%	-8%	x	-4%	11%	-7%
CCOC(=O)c1cc2c(=O)n3ccccc3nc2n(Cc2ccco2)c1=NC(=O)c1cccc(F)c1	u	45%[activator]	-2%	-4%	-24%	7.1%	-27%	u	-47%
CC1=NCCN1CCNC(=O)Nc1ccc(C(C)(C)C)cc1	18%	5%	-7%	-5%	-23%	0.7%	u	1%	5%
CCn1c(CNC(=O)c2ccco2)nnc1SCC(=O)Nc1cc(C(F)(F)F)ccc1Cl	-1%	4%	-3%	2%	-4%	2.6%	-1%	0%	6%
Cn1c(=O)cc(OCC(=O)N2CCN(c3ccccc3F)CC2)c2ccccc21	13%&37%	-1%&2%	5%&2%	1%&2%	-15%&-9%	0.4%&0.9%	-7%&-23%	-8%&-6%	u
Cc1c(N(C(=O)Cc2cccs2)C2(C(=O)NC3CCCC3)CCCCC2)c(=O)n(-c2ccccc2)n1C	22%[57.1 µM]	-10%[57.1 µM]	6%	6%	-1%	-0.2%	17%	3%	-27%
CC(=O)Nc1cccc(NC(=O)Nc2ccc(C)c(Cl)c2)c1	-1%[57.1 µM]	6%[57.1 µM]	-5%	0%	-12%	0.5%	-14%	2%	-31%
Cc1noc(C)c1COc1ccccc1C(=O)N1CCN(S(=O)(=O)c2ccc(C(C)C)cc2)CC1	x	x	1%	-4%	-25%	x	1%	2%	x
CC(=O)c1ccc(N2CCN(C(=O)/C=C/c3ccc(S(=O)(=O)NCc4ccco4)cc3)CC2)cc1	6%	-3%	-7%	3%	-27%	-0.1%	-1%	-18%	-9%
Cc1ccc(N2C(=O)C3CCC(C)(C2=O)C3(C)C)cc1C (stereo not given)	12%[57.1 µM]	7%[57.1 µM]	13%	3%	-13%	1.4%	-11%	4%	-3%
Cc1cc(NC(=O)CCC(=O)N(c2ccccc2)C(C(=O)NC2CCCC2)c2ccccc2)no1 (stereo not given)	24%[57.1 µM]	14%	-23%	2%	-15%	0.3%	-1%	0%	-11%
Cc1ccc(Cl)cc1N1CCN(C(=O)C2CCN(S(=O)(=O)c3c(C)nn(C)c3C)CC2)CC1	6%	1%	-11%	1%	-17%	1.8%	-24%	8%	-13%
COCCN(C(=S)Nc1ccccc1OC)C(C)c1cccs1 (stereo not given)	-10%	-5%	6%	-5%	-20%	1.3%	-22%	1%	-30%
Cc1csc(=O)n1CC(=O)OCC(=O)c1c(N)n(C)c(=O)n(C)c1=O	17%	1%	-7%	6%	-19%	3.0%	1%	1%	10%
CCOC(=O)Cc1cc(OC)c(OC)cc1Cc1cc(OC)c(OC)cc1CC(=O)OCC	16%	7%	-2%	-3%	u	2.2%	22%	2%	3%
CCOC(=O)/C(=C/c1ccc(OC(F)F)cc1)C1=Nn2c(nnc2-c2ccc(Cl)cc2)SC1	-21%	-3%	3%	-25%	-23%	x	-15%	-8%	u
COCc1c(C(=O)N/N=C\c2cccs2)nnn1-c1nonc1N	-25%	-16%	0%	1%	-14%	3.3%	-1%	-7%	-2%
